Screening data as filed in PubChem BioAssay.
ROMK mod: human ROMK K+ channel modulation, primary screen; B-score at 10 µM; Tet-inducible ROMK, thallium flux fluorescence; actives lie on both sides; 130,000 compounds, 2% hits; P48048;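 active = signal ratio slope over the read window, or its plate-corrected B-score, at least 3 SD from the plate mean, either direction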;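 also: B-score of the F/F0 ratio slope over 7 to 12 s after thallium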
Target sequence (P48048 whole entry, looked up): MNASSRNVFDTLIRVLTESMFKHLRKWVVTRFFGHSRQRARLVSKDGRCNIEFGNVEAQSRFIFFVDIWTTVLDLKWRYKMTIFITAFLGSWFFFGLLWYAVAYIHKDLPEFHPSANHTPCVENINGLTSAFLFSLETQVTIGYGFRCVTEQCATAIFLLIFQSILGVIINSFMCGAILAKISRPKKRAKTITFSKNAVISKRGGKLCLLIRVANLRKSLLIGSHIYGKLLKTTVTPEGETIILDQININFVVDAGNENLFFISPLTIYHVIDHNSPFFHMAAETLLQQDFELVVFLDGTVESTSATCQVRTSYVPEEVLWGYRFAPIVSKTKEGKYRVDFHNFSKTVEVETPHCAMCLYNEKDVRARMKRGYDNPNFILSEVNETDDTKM
S1P3 antag: antagonists of human S1P3 receptor; inhibition, % at 4.98 µM; AID 485; 170,000 compounds, 0.27% hits; CHO S1P3 NFAT-BLA reporter, FRET fluorescence, antagonist mode;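 active = inhibition above the plate cutoff, the mean inhibition of test wells on that plate plus 3 SD, cut at about 28% in these data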;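 also: cells challenged with S1P at its EC80 of 0.8 µM; blue over green emission ratio from cleaved BLA substrate after 4 h stimulation; 0% = S1P-stimulated wells and 100% = unstimulated DMSO-only wells; some compounds past the cut are filed as inactive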
Target sequence (Q99500 whole entry, looked up): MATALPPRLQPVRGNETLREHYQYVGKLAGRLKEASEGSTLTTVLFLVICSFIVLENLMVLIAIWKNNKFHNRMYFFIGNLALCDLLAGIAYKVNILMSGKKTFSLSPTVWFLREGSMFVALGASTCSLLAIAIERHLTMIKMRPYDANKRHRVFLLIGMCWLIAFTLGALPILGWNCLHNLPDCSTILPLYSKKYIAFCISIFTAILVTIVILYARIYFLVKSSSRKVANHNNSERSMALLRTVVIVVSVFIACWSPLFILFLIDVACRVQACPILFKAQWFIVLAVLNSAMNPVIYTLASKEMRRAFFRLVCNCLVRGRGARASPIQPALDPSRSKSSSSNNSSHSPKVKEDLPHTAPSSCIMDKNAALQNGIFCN
Numbers without * were called inactive. An excerpt; count on the stated rates, not on these rows.

O=C(Nc1ccc(F)cc1F)N1CCCN(CCOc2ccccc2)CC1 was read as ROMK mod -0.32 and S1P3 antag -4.
`Cc1nnc(NC(=O)c2ccccc2NC(=O)c2ccccc2)s1` gave ROMK mod 0.23 and S1P3 antag -2.
NC(=O)NC(CC(=O)NCCc1ccc(S(N)(=O)=O)cc1)c1ccc(Cl)cc1 (stereo not given) was read as ROMK mod 0.42 and S1P3 antag -15.
Cc1nc2ccccc2c2c1C(=O)NC2=O was read as ROMK mod 0.65 and S1P3 antag -6.
`CC(C)C12CN3CC(C(C)C)(CN(C1)C3c1ccc([N+](=O)[O-])o1)C2=O` (stereo not given) gave ROMK mod -0.25 and S1P3 antag -6.
Screening NC(=O)CSc1nnc(-c2cnccn2)n1Cc1ccco1 returned ROMK mod -0.91 and S1P3 antag 2.
`O=C(c1cccs1)N1CCN=C1SCc1ccc(F)cc1` gave ROMK mod -0.0014 and S1P3 antag 0.
`Cc1ccc(-c2csc3ncnc(Nc4ccc(C(=O)O)cc4)c23)cc1` gave ROMK mod -0.61 and S1P3 antag 6.
`O=C1CC(Cc2ccccc2)C(=O)N1c1ccccn1` (stereo not given) gave ROMK mod 1.1 and S1P3 antag -2.
Cc1ccc(C(C)C)c(OCC(=O)N/N=C/c2cccn2C)c1 was read as ROMK mod -0.38 and S1P3 antag 16.
`O=C(Nc1ccc(NC(=O)c2ccccc2O)cc1)Nc1ccc(F)cc1F` gave ROMK mod 0.83 and S1P3 antag 1.
For Cc1cc(Cl)ccc1NC(=O)/C=N/O the results were ROMK mod -2.4 and S1P3 antag 13.
For CCN1CCc2nc3ccccc3c(C(=O)Nc3ccc(F)cc3)c2C1 the results were ROMK mod -3.3* and S1P3 antag -9.
`COc1ccc(N2CC(C(=O)Nc3nc4ccccc4s3)CC2=O)cc1` (stereo not given) gave ROMK mod -1.4 and S1P3 antag -14.
`CCOC(=O)C1CCN(C(=O)c2ccc(Oc3cc(Cl)cc(Cl)c3)o2)CC1` gave ROMK mod -1.2 and S1P3 antag 8.
Screening Nc1c(-c2nn[nH]n2)cnn1-c1cc(Cl)cc(Cl)c1 returned ROMK mod 0.22 and S1P3 antag -17.
`CCCCCCCCCn1ccc(=N)cc1` gave ROMK mod -1.5 and S1P3 antag 30*.
O=C(O)CC/C(=N\NC(=O)CNC(=O)/C=C/c1ccccc1)c1ccccc1 was read as ROMK mod 0.25 and S1P3 antag 10.
For O=C(NCc1ccc(-c2csnn2)cc1)C1CC1 the results were ROMK mod 1.1 and S1P3 antag -11.
Screening CCOC(=O)CCNCc1ccc(OC)c(OC)c1 returned ROMK mod -0.052 and S1P3 antag 11.
Screening CCCCCc1ccc(S(=O)(=O)Nc2cc(C)ccn2)cc1 returned ROMK mod 0.91 and S1P3 antag 2.
Screening COc1ccc(COCC(O)CN2CCC(C(N)=O)CC2)cc1 (stereo not given) returned ROMK mod -0.4 and S1P3 antag -22.
Nc1nc(SCC(=O)NC2CCCC2)[nH]c(=O)c1NC(=O)c1cccs1 was read as ROMK mod -1 and S1P3 antag 12.
For Cn1nc(C(C)(C)C)cc1NC(=O)Nc1ccc(F)cc1F the results were ROMK mod 0.22 and S1P3 antag -5.
For NC(=O)N/N=C/c1sc(=O)n(-c2ccccc2)c1Cl the results were ROMK mod 0.053 and S1P3 antag -1.
For O=[N+]([O-])c1ccc(OCC2CC(c3ccccc3)=NO2)cc1 (stereo not given) the results were ROMK mod -1.1 and S1P3 antag -6.
CC12CCC(C(=O)NNc3ccc([N+](=O)[O-])cc3)(OC1=O)C2(C)C (stereo not given) was read as ROMK mod 0.93 and S1P3 antag 9.
For Cc1c(-c2ccc(F)cc2)nc(N)c(C#N)c1-c1cccnc1 the results were ROMK mod 0.1 and S1P3 antag -8.
Cc1ccc(-n2ncc(C#N)c2N)cc1 was read as ROMK mod -0.46 and S1P3 antag 15.
O=C(N/N=C/c1ccc(O)c([N+](=O)[O-])c1)c1ccncc1 was read as ROMK mod 1.9 and S1P3 antag 1.
For CC(C)c1c(O)nc(SCCOc2ccc(Cl)cc2)[nH]c1=O the results were ROMK mod -2.3 and S1P3 antag -14.
For Cc1cc(NC(=O)Nc2ccc(Cl)cc2)n(-c2ccccc2)n1 the results were ROMK mod -1.4 and S1P3 antag 1.
CN1CCN(C(=O)CCC(=O)O)CC1 was read as ROMK mod -0.03 and S1P3 antag -8.
Screening O=C1NC(=S)CN1c1ccccc1 returned ROMK mod 0.99 and S1P3 antag -2.
CC12CN3CC(C)(CN(C1)C3c1ccc3c(c1)OCO3)C2O (stereo not given) was read as ROMK mod 0.19 and S1P3 antag -2.
For COC(=O)c1cnn(-c2ccc(F)cc2F)c1/C=N/NC(=S)NC(C)(C)C the results were ROMK mod -0.23 and S1P3 antag -10.

Three compounds out of the list, ordered by molar mass, smallest number first:
Cc1nc2ccccc2c2c1C(=O)NC2=O was read as ROMK mod 0.65 and S1P3 antag -6.
Screening CCOC(=O)CCNCc1ccc(OC)c(OC)c1 returned ROMK mod -0.052 and S1P3 antag 11.
CC12CN3CC(C)(CN(C1)C3c1ccc3c(c1)OCO3)C2O (stereo not given) was read as ROMK mod 0.19 and S1P3 antag -2.

Following part.
COc1ccc2c(c1)O/C(=C\c1ccco1)C2=O was read as ROMK mod 0.8 and S1P3 antag -14.
Screening O=C(CSc1ncn[nH]1)Nc1nc(-c2cccc([N+](=O)[O-])c2)cs1 returned ROMK mod -0.13 and S1P3 antag 5.
For COCCNC(=O)C(=O)NCC1OCCN1S(=O)(=O)c1ccc2c(c1)OCCO2 (stereo not given) the results were ROMK mod 0.082 and S1P3 antag 12.
Nc1ccc2c(c1)nnn2-c1ccccc1 was read as ROMK mod -0.33 and S1P3 antag -5.
For O=C(CC1C(=O)NCCN1C(=O)Nc1ccccc1)Nc1cc(Cl)ccc1Cl (stereo not given) the results were ROMK mod -0.59 and S1P3 antag 0.
`O=C(Cn1c(=O)oc2cc(S(=O)(=O)NCc3ccccc3)ccc21)N1CCCC1` gave ROMK mod -0.098 and S1P3 antag -6.
NCCCCCC(=O)Nc1ccncc1 was read as ROMK mod -1.3 and S1P3 antag -10.
Screening CN(C)/C=N/N(C)c1ncccc1[N+](=O)[O-] returned ROMK mod 0.85 and S1P3 antag 3.
`Clc1ccc2nc(-c3ccccc3)nc(C(Cl)Cl)c2c1` gave ROMK mod 0.55 and S1P3 antag 0.
`CC1=NN2C(=N)/C(=C\c3cc(C)n(-c4ccc(C)cc4)c3C)C(=O)N=C2S1` gave ROMK mod -1.3 and S1P3 antag -5.
Cc1ccc(-n2nc(C)c(=O)c(-c3ccccc3)c2NC(=O)c2cccs2)cc1 was read as ROMK mod -0.079 and S1P3 antag 5.
Screening CCNc1c(NCC)c(=O)c1=O returned ROMK mod 0.59 and S1P3 antag 8.
Screening O=C(NCc1cccs1)c1cc(-c2ccc(O)cc2)on1 returned ROMK mod 0 and S1P3 antag -7.
C/C(=N\OCc1cccc(C(=O)O)c1)c1ccc(Cl)cc1 was read as ROMK mod 0.58 and S1P3 antag -16.
COc1ccc(CN=C(C#N)C2=C(O)c3ccccc3C2=O)cc1 was read as ROMK mod 0.0056 and S1P3 antag 2.
Screening Cc1ccc(C)c(NC(=O)CN(C)S(=O)(=O)c2cccc3cccnc23)c1 returned ROMK mod 0.82 and S1P3 antag 0.
CCOC(=O)COc1cccc2c(=O)n(CC(N)=O)ccc12 was read as ROMK mod 0.13 and S1P3 antag 0.
Cc1cc(C)c2c(=O)n(CC(=O)Nc3ccc(Cl)cc3)sc2n1 was read as ROMK mod -1.6 and S1P3 antag -5.
CCn1c(SCC(=O)N/N=C/c2ccccc2OCC(=O)O)nnc1-c1ccccc1 was read as ROMK mod 0.39 and S1P3 antag 8.
For CCS(=O)(=O)c1ccc(O)c(NC(=O)Nc2ccc(C(C)(C)C)cc2)c1 the results were ROMK mod -2.5* and S1P3 antag 4.
Cn1c(=O)c2c(ncn2CC(=O)Nc2nc(-c3ccc(F)c(F)c3)cs2)n(C)c1=O was read as ROMK mod -0.53 and S1P3 antag 8.
Screening C=CCn1c(SCC(=O)NNC(=S)Nc2ccccc2)nnc1-c1ccccc1 returned ROMK mod 0.0099 and S1P3 antag 15.
`CCOC(=O)CNC(=O)c1cccnc1Oc1ccc(Cl)cc1` gave ROMK mod -0.39 and S1P3 antag -8.
N#C/C(=C\Nc1ccc(F)c(Cl)c1)C(=O)C1CC1 was read as ROMK mod 0.85 and S1P3 antag 1.
COc1ccc(-n2ncc(C(=O)N3CCN(c4ccc(F)cc4)CC3)c2C)cc1 was read as ROMK mod 0.73 and S1P3 antag 5.
`O=C(Nc1nc2ccsc2c(=O)s1)c1ccco1` gave ROMK mod 1.2 and S1P3 antag -7.
Cc1nnsc1C(=O)NC(=O)Nc1ccc(F)c(Cl)c1 was read as ROMK mod 0.99 and S1P3 antag 4.
For CN(C)c1ccc(P(=O)(OC2CCCCC2)C(Nc2ccccc2)c2cccnc2)cc1 (stereo not given) the results were ROMK mod -0.76 and S1P3 antag -4.
CCOCCc1c(O)nc(SCC)[nH]c1=O was read as ROMK mod -0.45 and S1P3 antag -11.
`CCOc1ccc2[nH]c3c(NCCc4ccc(OC)c(OC)c4)ncnc3c2c1` gave ROMK mod 0.14 and S1P3 antag 15.
`Cc1ccc(CCNC(=O)CN(C)S(=O)(=O)c2ccc3c(c2)n(C)c(=O)c(=O)n3C)cc1` gave ROMK mod -0.071 and S1P3 antag 1.
`O=c1[nH]nc(-c2ccc(F)cc2)cc1Cc1ccccn1` gave ROMK mod 0.19 and S1P3 antag 3.
`CCOC(=O)N1CCN(c2c(NCc3ccc(F)cc3)c(=O)c2=O)CC1` gave ROMK mod 2.7 and S1P3 antag -13.
Screening COCCCN(Cc1ccco1)C(=O)Cn1ncc2c(=O)oc3ccc(C)cc3c21 returned ROMK mod -0.67 and S1P3 antag 11.
Cc1ccc(N2CC(=O)Nc3c(oc4nc(-c5ccccc5)cc(C)c34)C2=O)cc1 was read as ROMK mod 0.16 and S1P3 antag 12.
CCCCCC1CC(CC/C(C)=N/NC(N)=O)C(=O)O1 (stereo not given) was read as ROMK mod -0.88 and S1P3 antag 8.
For CC(C)(C)N=C1NN=C(c2ccc(Cl)cc2)CS1 the results were ROMK mod -1 and S1P3 antag -9.
For O=C(Nc1ccc(F)cc1)c1nc2c(nnn2Cc2cccc3ccccc23)c(=O)[nH]1 the results were ROMK mod -0.6 and S1P3 antag 4.
`Nc1ccccc1C(=O)NNC1=C(C(=O)C(F)(F)F)CCC1` gave ROMK mod 1 and S1P3 antag 1.
O=c1cc(COc2ncnc3ccccc23)nc2sccn12 was read as ROMK mod -0.2 and S1P3 antag 0.
O=C(NCCc1csc(-c2cccnc2)n1)c1ccccc1Br was read as ROMK mod 1.2 and S1P3 antag -17.
For CCn1nc(C)cc1C(=O)Sc1ccc(Cl)cc1Cl the results were ROMK mod -0.096 and S1P3 antag 2.
Screening CCOC(=O)C1=C(N)c2ccccc2CC1C1CCCC1 (stereo not given) returned ROMK mod 0.38 and S1P3 antag -9.
CCOc1c(N2CC(C)OC(C)C2)c(=O)c1=O (stereo not given) was read as ROMK mod -0.073 and S1P3 antag -8.
Screening COc1cccc(-c2c3c([nH]c(=O)c2C#N)CCc2cc(OC)ccc2-3)c1 returned ROMK mod 0.057 and S1P3 antag -12.
Screening Cc1cc(C(=O)N/N=C/c2c(C)[nH]c3ccccc23)n[nH]1 returned ROMK mod -0.43 and S1P3 antag 5.
Screening NC(=O)C1CCN(C(=S)NC2CC3C=CC2C3)CC1 (stereo not given) returned ROMK mod -0.41 and S1P3 antag -3.
`COc1cc(NC(=O)C(=O)Nc2ccc3nc4n(c(=O)c3c2)CCCCC4)cc(OC)c1OC` gave ROMK mod -0.16 and S1P3 antag -7.
For CN1CCSc2ccc(C(=O)Nc3ccc(Cl)cc3)cc21 the results were ROMK mod 0.5 and S1P3 antag 28.
`COc1cc(/C=C2/SC(=S)N(CC(=O)O)C2=O)ccc1OC(=O)c1cccs1` gave ROMK mod -0.46 and S1P3 antag -2.
`C(=N\Nc1nc2ccccc2[nH]1)/c1ccc2ncccc2c1` gave ROMK mod 0.34 and S1P3 antag 14.
`CC(C(Sc1ccccc1N)c1ccccc1)[N+](=O)[O-]` (stereo not given) gave ROMK mod -5.1* and S1P3 antag 3.
For Cc1ccccc1-c1noc(-c2ccccc2C(=O)NCC2CCCO2)n1 (stereo not given) the results were ROMK mod -0.27 and S1P3 antag -14.

Of the compounds above, these contain an aryl methoxy group:
`COc1ccc(N2CC(C(=O)Nc3nc4ccccc4s3)CC2=O)cc1` (stereo not given) gave ROMK mod -1.4 and S1P3 antag -14.
Screening CCOC(=O)CCNCc1ccc(OC)c(OC)c1 returned ROMK mod -0.052 and S1P3 antag 11.
Screening COc1ccc(COCC(O)CN2CCC(C(N)=O)CC2)cc1 (stereo not given) returned ROMK mod -0.4 and S1P3 antag -22.
COc1ccc2c(c1)O/C(=C\c1ccco1)C2=O was read as ROMK mod 0.8 and S1P3 antag -14.
COc1ccc(CN=C(C#N)C2=C(O)c3ccccc3C2=O)cc1 was read as ROMK mod 0.0056 and S1P3 antag 2.
COc1ccc(-n2ncc(C(=O)N3CCN(c4ccc(F)cc4)CC3)c2C)cc1 was read as ROMK mod 0.73 and S1P3 antag 5.
`CCOc1ccc2[nH]c3c(NCCc4ccc(OC)c(OC)c4)ncnc3c2c1` gave ROMK mod 0.14 and S1P3 antag 15.
Screening COc1cccc(-c2c3c([nH]c(=O)c2C#N)CCc2cc(OC)ccc2-3)c1 returned ROMK mod 0.057 and S1P3 antag -12.
`COc1cc(NC(=O)C(=O)Nc2ccc3nc4n(c(=O)c3c2)CCCCC4)cc(OC)c1OC` gave ROMK mod -0.16 and S1P3 antag -7.
`COc1cc(/C=C2/SC(=S)N(CC(=O)O)C2=O)ccc1OC(=O)c1cccs1` gave ROMK mod -0.46 and S1P3 antag -2.
